TcdB inh: inhibitors of Clostridioides difficile toxin B glycohydrolase; P18177; TcdB glycohydrolase enzymatic assay, plate reader; inhibition, % at 9.99 µM; 350,000 compounds, 0.24% hits; AID 652162; in the data active means inhibition above about 10%
MazEF act: activators of E. coli MazEF toxin-antitoxin RNase; 350,000 compounds, 0.32% hits; P0AE70; activation, % at 20 µM; FAM/BHQ RNA-DNA oligo cleavage fluorescence, 5 h; AID 504720; in the data active means activation above about 50%
Target sequence (P0AE70 whole entry, looked up): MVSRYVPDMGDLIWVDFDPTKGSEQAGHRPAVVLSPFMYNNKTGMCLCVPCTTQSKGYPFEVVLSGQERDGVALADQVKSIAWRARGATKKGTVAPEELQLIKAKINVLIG
Rv3671c inh: Rv3671c (M. tuberculosis) protease inhibition. P9WHR9. inhibition, % at 5.96 µM. 320,000 compounds, 0.048% hits; in the data active means inhibition above about 38%;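 further: extracellular domain of Rv3671c used as enzyme; 0% = enzyme with DMSO and 100% = no enzyme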
Target sequence (P9WHR9 whole entry, looked up, the tested form may be a part): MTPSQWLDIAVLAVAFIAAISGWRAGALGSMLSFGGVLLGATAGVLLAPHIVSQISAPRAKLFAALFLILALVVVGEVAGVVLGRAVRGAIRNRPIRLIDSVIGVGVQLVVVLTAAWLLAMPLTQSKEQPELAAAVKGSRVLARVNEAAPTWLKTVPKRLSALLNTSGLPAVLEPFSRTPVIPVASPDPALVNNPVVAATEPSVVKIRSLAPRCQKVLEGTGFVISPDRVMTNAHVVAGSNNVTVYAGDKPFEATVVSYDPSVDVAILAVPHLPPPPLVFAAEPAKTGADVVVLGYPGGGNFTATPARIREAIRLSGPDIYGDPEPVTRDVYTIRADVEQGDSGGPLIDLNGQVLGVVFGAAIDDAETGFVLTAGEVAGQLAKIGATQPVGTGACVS
Y pestis TopoI: blocks Yersinia pestis topoisomerase I activity; 360,000 compounds, 0.064% hits; Y. pestis Topo-I cleavage product accumulation, plate reader; activity, % at 10 µM; in the data active means activity above about 50%, passing the limit was not always enough; further: inactives centre near 2
3CLpro inhibitor: SARS-CoV 3CLpro protease inhibition | 290,000 compounds, 0.14% hits | recombinant SARS-CoV 3CLpro, quenched FRET peptide cleavage | P0C6X7 | inhibition, % at 6 µM | AID 1706; in the data active means inhibition above about 12%
SSB-PriA inh: blocks PriA binding to SSB C-terminal tail; 430,000 compounds, 0.6% hits; inhibition, % at 33 µM; AID 1272365; AlphaScreen SSBct-PriA binding, biotinylated peptide; in the data active means inhibition mostly above about 37%, no sharp cut-off; inactive means mostly below about 20%;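 further: plate controls were negative control peptide for no effect and reference peptide for full effect; strong numbers were not always called active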
Vc quorum ag: quorum light induction in luxS cqsA deficient V. cholerae | AID 588436 | 350,000 compounds, 0.16% hits | activation, % at 18.7 µM | V. cholerae BH1578 lux reporter, luminescence, 6 h; in the data active means activation mostly above about 9.7%, no sharp cut-off; further: not every result past the cut was called active; inactives centre near 0; reference of the scale not given here
CCHFV vOTU inh: blocks the CCHF virus ovarian tumor domain protease. AID 651958. inhibition, % at 11.5 µM. 370,000 compounds, 0.55% hits. CCHFV vOTU protease, Pep-AMC fluorescence; in the data active means inhibition above about 30%; further: 0% = vehicle wells with enzyme and 100% = no enzyme wells
VHR inh abs: inhibitors of human VHR1 phosphatase (DUSP3); AID 1654; inhibition, % at 13.3 µM; 290,000 compounds, 0.52% hits; recombinant VHR phosphatase, pNPP absorbance; P51452; in the data active means inhibition above about 50%; further: some compounds called inactive have numbers as strong as hits
Target sequence (P51452 whole entry, looked up): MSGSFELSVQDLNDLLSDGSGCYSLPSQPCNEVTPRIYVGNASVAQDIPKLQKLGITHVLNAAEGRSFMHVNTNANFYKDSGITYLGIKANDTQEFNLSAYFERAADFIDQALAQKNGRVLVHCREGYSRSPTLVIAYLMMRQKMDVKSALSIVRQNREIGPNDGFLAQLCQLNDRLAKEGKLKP
PrPC surface inh: reduces human prion protein on the cell surface | inhibition, % at 13.8 µM | AID 720596 | P04156 | cell surface PrPC, TR-FRET read-out | 370,000 compounds, 0.43% hits; in the data active means inhibition above about 24%; further: 0% = median of the test wells and 100% = reference compound wells
An asterisk follows results filed as active; i = inactive; / = not tested or not shown. Only part of the results is shown (hit frequency here may not be typical).

SMILES | TcdB inh | MazEF act | Rv3671c inh | Y pestis TopoI | 3CLpro inhibitor | SSB-PriA inh | Vc quorum ag | CCHFV vOTU inh | VHR inh abs | PrPC surface inh
Cc1cc(C(=O)CCC(=O)NC(C)c2ccc(S(N)(=O)=O)cc2)c(C)s1 (configuration not stated) | 1.7 | -5 | -5 | 6 | / | 7 | i | 11 | / | 5
Cc1nc(N2CCOCC2)c(C#N)c(C)c1Br | / | -7 | 0 | -8 | 2 | -15 | i | 7 | 29 | -3
N=c1n(Cc2ccccc2)c2ccccc2n1CC(O)c1ccco1 (configuration not stated) | / | 12 | -5 | 1 | -4 | 6 | i | -6 | 44 | -1
Cc1ccccc1NC1=NC(=S)N(c2ccccc2)C12CCCCC2 | 0.8 | 2 | 5 | 31 | 1 | 5 | -7.7 | 1 | -11 | 3
O=C(NNS(=O)(=O)c1ccc(Cl)cc1)c1cnn(-c2ccccc2)c1-n1cccc1 | / | 5 | -7 | 9 | -3 | -12 | i | 2 | 25 | -2
C/C(=N\Nc1ncc(Cl)cc1Cl)c1ccc2c(c1)OCO2 | -0.6 | 11 | -12 | 7 | 4 | / | 0.1 | 15 | 17 | -5
CCOc1cc(C(=O)NC(C)C2CC3CCC2C3)cc(OCC)c1OCC (configuration not stated) | -6.5 | -1 | -1 | -3 | / | -5 | 0.7 | -9 | / | 3
OC(c1ccc(F)c(F)c1)c1nc(-c2cccc(C(F)(F)F)c2)cs1 (configuration not stated) | 0.2 | / | / | -9 | / | / | i | 13 | / | 0
N#Cc1ccc(OCC(=O)N/N=C2/CC(c3ccccc3)Oc3ccccc32)cc1 (configuration not stated) | -0.4 | -31 | 4 | 20 | 8 | / | -0.1 | 0 | 14 | -12
Cc1cccc(-c2onc3ccc(C4(C)OCCO4)cc23)c1 | / | 14 | -6 | -7 | 0 | -16 | -1.0 | 13 | -7 | 1
Cc1nn2c(N3CCOCC3)cc(C(C)(C)C)nc2c1-c1ccccc1 | -1.8 | -1 | 3 | -1 | 0 | 3 | i | 3 | 16 | -1
CC(C)N(Cc1nc(-c2ccccc2)no1)C(=O)c1ccc(Br)o1 | / | -6 | 0 | 3 | -1 | 9 | 1.5 | 14 | -16 | 6
O=C(NCc1ccncc1)C1CCCN(S(=O)(=O)Cc2ccccc2)C1 (configuration not stated) | / | 4 | 2 | -1 | 4 | -1 | -0.3 | 4 | 3 | -3
Cc1ccc2c(C)c(C(=O)N(Cc3ccccc3)C3CCS(=O)(=O)C3)oc2c1 (configuration not stated) | 2.4 | -3 | -1 | 20 | 1 | 10 | i | 8 | 31 | -3
CC(C)(C)OC(=O)N1O[C@H]2C[C@@H]1[C@@H]1[C@@H]2N=NN1C12CC3CC(CC(C3)C1)C2 | -2.2 | 9 | / | 14 | / | 0 | -12 | 1 | / | 9
Cc1ccc(-c2nc3cc(Br)cnc3nc2-c2ccc(C)cc2)cc1 | 0.5 | 7 | 1 | 3 | 0 | -11 | -0.5 | -4 | 22 | -2
CCOC(=O)N1CCN(c2c(N3CC=C(c4ccccc4)CC3)c(=O)c2=O)CC1 | 1.9 | -4 | 7 | 24 | -2 | -17 | -0.2 | -2 | 5 | 2
Cc1occc1C(=O)N/N=C/c1ccccc1[N+](=O)[O-] | 0.6 | -7 | 5 | -2 | -2 | i | -0.5 | 8 | 18 | -9
CC1CCN(C(=O)c2cc3ccccc3cc2O)CC1 | 1.7 | 2 | 2 | 5 | 2 | 0 | i | -1 | -7 | 7
CCOP(=O)(c1ccccc1)C(O)c1ccc(Br)cc1 (configuration not stated) | 2.1 | 4 | 6 | 3 | -3 | 0 | -0.7 | 9 | -4 | 9

3 entries from above, in CSV form.
Molecule,TcdB inh,MazEF act,Rv3671c inh,Y pestis TopoI,3CLpro inhibitor,SSB-PriA inh,Vc quorum ag,CCHFV vOTU inh,VHR inh abs,PrPC surface inh
Cc1ccccc1NC1=NC(=S)N(c2ccccc2)C12CCCCC2,0.8,2,5,31,1,5,-7.7,1,-11,3
N=c1n(Cc2ccccc2)c2ccccc2n1CC(O)c1ccco1 (configuration not stated),/,12,-5,1,-4,6,i,-6,44,-1
Cc1nc(N2CCOCC2)c(C#N)c(C)c1Br,/,-7,0,-8,2,-15,i,7,29,-3

Additional entries follow.
SMILES | TcdB inh | MazEF act | Rv3671c inh | Y pestis TopoI | 3CLpro inhibitor | SSB-PriA inh | Vc quorum ag | CCHFV vOTU inh | VHR inh abs | PrPC surface inh
O=C(NC1CCCc2ccccc21)C1CCN(C(=O)c2sccc2-n2cccc2)CC1 (configuration not stated) | 1.2 | 10 | 5 | 20 | 2 | 7 | -0.9 | -8 | 15 | -3
Cc1nnsc1C(=O)Nc1ccc(Cl)cc1 | / | 0 | 0 | -4 | -5 | -4 | i | 1 | 13 | 1
Cc1ccc(-c2csc(Nc3ccc(C(=O)O)cc3)[n+]2Cc2ccccc2)cc1 | 0.7 | -5 | -5 | -5 | 5 | -14 | -2.8 | 3 | 15 | 1
COc1ccc(NC(=O)O/N=C/c2ccccc2Cl)cc1 | 0.4 | 0 | 9 | 30 | -1 | i | i | -4 | 5 | 5
O=C(Cn1ccc2ccccc2c1=O)NCC(=O)N1CCC2(CC1)OCCO2 | -0.6 | 2 | 2 | -2 | -1 | 3 | -0.4 | -7 | 10 | 5
COc1cccc(OCc2nnc(-c3cccs3)o2)c1 | 1.4 | / | 0 | -3 | 2 | / | i | 11 | 20 | -5
CC(C)/C=C/C(=O)N1CCC(N2CCC(C(=O)N3CCOCC3)CC2)CC1 | -0.1 | 3 | 4 | -12 | 4 | -17 | -0.1 | -4 | 5 | 8
COC(=O)CCSc1cc([N+](=O)[O-])cc2c1c(C1OCCS1)nn2-c1ccccc1 (configuration not stated) | / | -30 | 1 | 3 | -2 | 3 | i | 14 | 16 | -14
CCOC(=O)CCc1c(C)c2ccc(OCC)c(C)c2oc1=O | / | 1 | 1 | / | -2 | -24 | / | -21 | 0 | 3
O=C(Nc1sc2c(c1C(=O)O)CCC2)c1ccccc1F | 2.2 | 0 | -2 | 5 | 4 | -3 | i | 12 | 2 | -2
COc1ccc(-c2noc(Cc3ccc(Cl)cc3)n2)cc1OC | 1.9 | -27 | -8 | 22 | -2 | -33 | -0.1 | 1 | 21 | 21
COC(=O)c1sc(=S)n(-c2cc(F)ccc2F)c1N | 3.4 | -4 | -3 | 0 | 2 | 9 | i | 1 | 38 | -21
CC(=O)Nc1c(Cl)c2c(c(Cl)c1Br)-c1ccc(Cl)cc1C2 | 1.7 | -14 | / | 6 | / | -1 | 0.8 | 6 | / | -1
Cc1cccc(NC(=O)C2(c3ccccc3)CC2(Cl)Cl)c1 (configuration not stated) | / | 6 | 1 | -3 | 2 | -29 | -0.4 | -5 | 6 | 5
Cc1cccn2cc(CSc3nnc(Nc4ccc(C(C)C)cc4)s3)nc12 | -0.4 | -5 | -3 | 16 | 2 | 2 | / | 9 | 18 | 13
CC(=O)/C(C#N)=C1\NC(=O)C(Cc2ccc(C)c(Cl)c2)S1 (configuration not stated) | 0.0 | 0 | 4 | -6 | 4 | 4 | i | 5 | -8 | 1
CC1(C)C(=O)C2(CCCCC2)C(=O)OC1c1ccc(O)cc1 (configuration not stated) | 1.0 | 0 | -3 | -7 | 0 | 5 | i | / | 0 | /
O=C(Nc1nnc(COc2ccc(F)cc2)s1)c1ccco1 | 0.4 | -16 | 2 | -3 | 0 | -1 | -0.4 | -7 | 2 | 13
CCOC(=O)c1sc(Nc2ccc(C)cc2C)nc1C | 1.8 | -6 | -5 | 4 | 1 | -5 | 1.2 | 14 | 33 | -1
Cc1ccc(CNC(=O)c2ccc(Cl)cc2[N+](=O)[O-])cc1 | / | 11 | 0 | 4 | 2 | -18 | -0.1 | -3 | 25 | -20

A section from the list above:
SMILES | TcdB inh | MazEF act | Rv3671c inh | Y pestis TopoI | 3CLpro inhibitor | SSB-PriA inh | Vc quorum ag | CCHFV vOTU inh | VHR inh abs | PrPC surface inh
O=C(NC1CCCc2ccccc21)C1CCN(C(=O)c2sccc2-n2cccc2)CC1 (configuration not stated) | 1.2 | 10 | 5 | 20 | 2 | 7 | -0.9 | -8 | 15 | -3
Cc1nnsc1C(=O)Nc1ccc(Cl)cc1 | / | 0 | 0 | -4 | -5 | -4 | i | 1 | 13 | 1

Next results.
SMILES | TcdB inh | MazEF act | Rv3671c inh | Y pestis TopoI | 3CLpro inhibitor | SSB-PriA inh | Vc quorum ag | CCHFV vOTU inh | VHR inh abs | PrPC surface inh
CN1CCN(C(=O)/C=C/c2cccc(Cl)c2)CC1 | -1.7 | 3 | 1 | -2 | -1 | -13 | i | 16 | 6 | -1
COCCn1c(SCC(=O)N2CC(=O)Nc3ccccc32)nc2ccccc21 | -0.1 | -10 | -10 | -2 | -4 | -5 | -0.2 | -4 | 0 | 5
C/C(=N/NC(=O)c1sc(NS(=O)(=O)c2ccccc2)nc1C)c1ccccc1 | -1.5 | 6 | 8 | 4 | -5 | / | i | 7 | 0 | 1
CC(NC(=O)OC(C)(C)C)C(=O)Oc1ccc2ccc(=O)oc2c1 (configuration not stated) | / | 7 | 9 | -2 | 0 | -4 | -0.7 | -250 | 0 | -2
FC(F)(F)c1ccc(Sc2n[nH]c(C(F)(F)F)n2)nc1 | -0.3 | 10 | 7 | -3 | -1 | 0 | i | -2 | 16 | 2
CC(C)CC1(C)NC(=O)N(CC(=O)Nc2ccc3c(c2)CCC3)C1=O (configuration not stated) | -1.4 | -26 | -3 | 4 | -2 | 2 | i | -6 | -2 | 1
Nc1ccc2c(c1)OC1(CCCCC1)O2 | 0.7 | -2 | / | -8 | 3 | 4 | -0.3 | -8 | 13 | -5
CCCOc1ccc(C(CC(=O)O)NC(=O)c2sc3ccccc3c2Cl)cc1 (configuration not stated) | 1.4 | -23 | 1 | 6 | 7 | -20 | 1.2 | 17 | -42 | 43*
CSc1ccc(CN2CCC(Oc3cccc(C(=O)N4CCCC4)c3)CC2)cc1 | 1.2 | 8 | 1 | 32 | -1 | 15 | i | 5 | 0 | -9
NC(=O)N/N=C/C=C/c1ccc(F)cc1 | 0.3 | 2 | -4 | -4 | -1 | i | -0.5 | 5 | -14 | -24
O=C(CCCCC(=O)NCCCc1ccccc1)NCCCc1ccccc1 | 0.9 | -2 | 8 | 8 | 0 | -21 | 0.0 | -7 | -2 | 3
O=C1c2ccccc2CCC1C(O)c1ccccn1 (configuration not stated) | / | 1 | -8 | 9 | 2 | -1 | 0.5 | -3 | 1 | 1
CCOc1ccc(Nc2nc(Cc3nnc(SCC(=O)NCc4ccco4)n3CC)cs2)cc1 | / | 5 | -7 | 19 | 0 | 5 | i | 24 | 14 | 2
Cc1cccc(NC(=O)CN2CCN(C(=O)COc3cccc(Br)c3)CC2)c1C | -0.3 | 0 | 3 | 32 | / | -6 | -2.1 | -5 | / | -10
Cn1nc(C(=O)NCc2ccccc2)c2ccccc2c1=O | / | 2 | -3 | 7 | -2 | -13 | -2.6 | 9 | 13 | 4
COc1ccc2nc(N3CCCCC3)c(/C=C3\SC(=S)NC3=O)cc2c1 | 1.0 | 4 | -4 | -7 | 0 | 6 | -0.5 | 5 | 4 | -8
CCOc1ccc(CN2CCN(Cc3c[nH]c4ccccc34)CC2)cc1 | 1.9 | -2 | 4 | -6 | 6 | 15 | -0.8 | -12 | / | -1
CCOc1ccc(N2C(=O)CN(CC(=O)OC)C2=S)cc1 | -0.5 | 7 | 5 | -6 | 1 | -7 | -0.5 | -6 | 17 | -4
COc1ccc(-c2cc(-c3ccc(Br)cc3)nc3ncnn23)cc1OC | / | 16 | -2 | -3 | -4 | -5 | 7.7 | 3 | 19 | -8
Cc1ccc(S(=O)(=O)/N=C(/NC(=S)Nc2cccc(C)c2)c2ccccc2)cc1 | / | -8 | 2 | -3 | 0 | / | i | 5 | -2 | 1
CN1CCC(Oc2ccccc2Sc2ccc(C(F)(F)F)cc2)CC1 | 0.4 | -4 | 2 | -4 | 1 | -14 | -0.2 | -19 | -1 | -4
O=C(Nc1c2n(c(=S)n(-c3ccccc3)c1=O)CCCCC2)c1ccccc1 | 1.1 | 9 | 1 | 5 | -3 | -2 | -1.7 | 3 | 24 | -2
COC(=O)C1=C(C)N(Cc2ccccc2)C(=O)N[C@H]1c1cccs1 | 0.6 | 3 | 2 | 12 | / | 1 | i | 7 | 26 | 1
